Screening data from PubChem BioAssay.
TRPC4 inh – TRPC4 (mouse) channel inhibition. AID 2247. HEK293 TRPC4beta/mu-opioid, DAMGO-evoked Fluo4 calcium flux; hits give low values. hit rate 0.39% among 300,000. B-score at 10 µM;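 active means B-score over 3 SD under the library average, no early fluorescence shift, positive overall ratio signal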
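Assay system: HEK293 cells with stable TRPC4beta plus mu-opioid receptor expression. Dosing: single dose. Measured by: Fluo4 Ca2+ flux fluorescence. Also added: DAMGO in two steps, submaximal then maximal. Read-out: B score from integrated Fluo4 fluorescence ratio.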
TRPC6 inh – mouse TRPC6 channel inhibition; hit rate 1.1% among 310,000; B-score at 10 µM; HEK293-TRPC6, membrane potential dye, ACh-evoked depolarization; hits give low values;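 active means B-score under library mean minus 3 SD, initial fluorescence not abnormally high, positive integrated signal ratio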;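 further: B-score derived from integrated fluorescence ratio over the kinetic read; more negative B-score means stronger inhibition of depolarization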
ANO1 activ – activates or potentiates the mouse TMEM16A chloride channel; HEK293 TMEM16A/YFP-H148Q/I152L, iodide quench fluorescence; hits give low values; B-score at 10 µM; Q8BHY3; AID 623877; hit rate 0.3% among 340,000;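 active means fluorescence-ratio B-score plate-corrected deviation score at least 3 library SD below zero, with starting fluorescence score within 5 deviations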;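 further: channel opened by trigger with iodide after compound preincubation; score built on the fluorescence ratio of max minus min over baseline; more negative score means more quench and so TMEM16A activation or potentiation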
SKKanGAS inh – SKKanGAS growth inhibition | S. pyogenes SKKanGAS, kanamycin growth, BacTiter-Glo, 6 h | inhibition, % at 7.5 µM | hit rate 1.3% among 300,000 | AID 1662;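 active means mean replicate score, as percent of positive control median, at least 50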;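 further: strain carries kanamycin resistance gene driven by streptokinase promoter and grows in 40 µg/ml kanamycin; loss of luminescence reflects streptokinase promoter inhibition or plain growth inhibition; 0% = median of DMSO wells and 100% = positive control at its reference dose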
MrgX1 PAM – human MrgX1 positive allosteric modulation, primary screen | Q96LB2 | hit rate 0.63% among 310,000 | MrgX1-HEK293, Fluo-4 calcium flux, FDSS; hits give high values | B-score at 10 µM;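 active means plate-corrected calcium response at least 3 library SD above typical, normal starting fluorescence, not activating the receptor alone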;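 further: compound read alongside a low EC10 to EC30 dose of BAM8-22 agonist; peak minus trough fluorescence over baseline measured at the second addition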
Target sequence (Q96LB2 whole entry, looked up): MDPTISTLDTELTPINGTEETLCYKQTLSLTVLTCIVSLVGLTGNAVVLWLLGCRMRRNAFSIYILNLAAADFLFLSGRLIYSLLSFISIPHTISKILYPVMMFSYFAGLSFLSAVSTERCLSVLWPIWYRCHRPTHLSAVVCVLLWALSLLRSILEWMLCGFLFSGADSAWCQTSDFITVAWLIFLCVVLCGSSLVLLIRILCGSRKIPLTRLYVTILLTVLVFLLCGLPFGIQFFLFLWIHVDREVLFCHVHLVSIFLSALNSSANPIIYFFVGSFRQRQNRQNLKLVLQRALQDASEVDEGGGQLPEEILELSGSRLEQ
TRPC4 potent – TRPC4 (mouse) allosteric potentiation. HEK293 TRPC4beta/mu-opioid, DAMGO EC20, Fluo-4 Ca2+ flux; hits give high values. hit rate 0.42% among 310,000. Q9QUQ5. B-score at 10 µM;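 active means B-score of calcium response area above 5 SD of library B-scores, with initial fluorescence ratio within 5 SD of library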;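 further: B-score of integrated fluorescence ratio over time as area under calcium response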
TRPC6 activator – activates the mouse TRPC6 cation channel; Q61143; HEK293-TRPC6 membrane potential dye fluorescence; hits give high values; B-score at 10 µM; hit rate 0.13% among 310,000; AID 2550;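 active means B-score of the integrated fluorescence ratio above library mean plus 3 SD, and starting fluorescence ratio within library mean plus 5 SD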;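 further: higher score means more depolarization so channel activation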
MrgX1 antag – human MrgX1 receptor antagonism, primary screen | Q96LB2 | MRGX1-HEK293 calcium flux, Fluo-4, BAM8-22 antagonism; hits give low values | B-score at 10 µM | hit rate 1.3% among 310,000 | AID 588676;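 active means calcium-response B-score plate-corrected more than 3 library SD below zero, starting fluorescence within 5 deviations, no agonist response on first addition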;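 further: peak minus trough fluorescence over baseline after final BAM8-22 challenge near maximal dose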
MrgX1 ag – human MrgX1 receptor agonism, primary screen; MrgX1-HEK293 cells, Fluo-4 calcium fluorescence, agonist mode; hits give high values; B-score at 10 µM; hit rate 0.44% among 310,000; AID 588627;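 active means calcium response B-score plate-corrected fluorescence ratio at least 3 library SD, with starting fluorescence B-score inside 5 SD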
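Assay system: stable human MrgX1 HEK293 cell line. Quantity: 15,000 cells per well. Schedule: cells plated overnight, dye loaded 0.5 h 37 °C, 0.5 h room temperature. Detection: Fluo-4 NW calcium-flux fluorescence, kinetic read. Read-out basis: peak-minus-minimum fluorescence over baseline, converted to B scores. Control set: positive and negative control wells on each plate.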
TMEM16A inh – inhibitors of mouse TMEM16A calcium-activated chloride channel; Q8BHY3; HEK293 TMEM16A/YFP iodide influx fluorescence, ionomycin; normalized B-score (activity score, 25-100; higher = stronger inhibition) at 10 µM; hit rate 1.2% among 310,000; AID 588511;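 active means ratio plate-corrected score three or more library SD toward inhibition, starting fluorescence score within five deviations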;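 further: score derived from kinetic fluorescence span divided by baseline fluorescence per well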
TRPC4 agonist – activators of mouse TRPC4 channel; hit rate 0.49% among 310,000; Q9QUQ5; B-score at 10 µM; HEK293 TRPC4beta/mu-opioid, Fluo4 calcium fluorescence; hits give high values;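 active means B-score above 5 SD of library B-scores, and initial fluorescence ratio not above library mean plus 5 SD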;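 further: positive B-score marks a calcium rise read as TRPC4 activation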
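Technique: kinetic Fluo4 calcium fluorescence; Test system: TRPC4beta and mu-opioid receptor HEK293 stable cells; Measure: B-scored integrated calcium fluorescence ratio; Benchmarks: low control buffer alone, high control maximal DAMGO; Schedule: 45 min room-temperature Fluo4 loading, 110 s read.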
An asterisk follows results filed as active; i = inactive; nt = no result given.

SMILES | TRPC4 inh | TRPC6 inh | ANO1 activ | SKKanGAS inh | MrgX1 PAM | TRPC4 potent | TRPC6 activator | MrgX1 antag | MrgX1 ag | TMEM16A inh | TRPC4 agonist
O=C(c1cccc(Br)c1)N1CCN(C(=O)c2cccc(Br)c2)CC1 | i | i | i | 0 | i | i | i | i | i | i | i
O=C(O)c1cc2cccc(S(=O)(=O)N3CCCCC3)c2cc1O | i | i | i | 3 | i | i | i | i | i | i | i
COc1ccc(CNC(=O)CNC(c2ccccc2)c2ccccc2)cc1OC | i | i | i | -2 | i | i | i | i | i | i | i
COc1ccc(CCN(Cc2ccc(C(C)C)cc2)S(=O)(=O)c2ccc(S(=O)(=O)N(C)C)cc2)cc1OC | i | i | i | -7 | i | i | i | i | i | i | i
CCn1c(SCC(=O)Nc2ccc3c(c2)OCO3)nc2c1c(=O)n(C)c(=O)n2C | i | i | i | 2 | i | i | i | i | i | i | i
Cc1cccn2c(=O)c3cc(C(=O)NCC4CCCO4)c(=N)n(Cc4ccc(F)cc4)c3nc12 (configuration not stated) | i | i | i | 9 | i | i | i | i | i | i | i
CC(=O)CCN1CCOCC1 | i | i | i | -3 | i | i | i | i | i | i | i
CCCOc1ccc(/C=N/NC(=O)C2CCCN2S(=O)(=O)c2ccc(Cl)cc2)cc1 (configuration not stated) | i | i | i | 6 | i | i | i | i | i | i | i
O=[N+]([O-])c1ccc(O)c(/C=N/n2cnc3ccccc32)c1 | i | i | i | 10 | i | i | i | i | i | 25* | i
Cc1cccc(NC(=O)Cn2c(=O)oc3ccccc32)c1C | i | i | i | -10 | i | i | i | i | i | i | i
O=C(NCCC1=CCCCC1)Nc1ccc2nsnc2c1 | i | i | i | 14 | i | i | i | i | i | i | i
CSc1ncc(Cl)c(C(=O)Nc2ccccc2Br)n1 | i | i | i | 4 | i | i | i | i | i | i | i
CC(=O)c1c(N2CCC(C(N)=O)CC2)nc(=S)n(-c2ccccc2)c1C | i | i | i | -1 | i | i | i | i | i | i | i
COc1cccc(CN2CCN(C(=O)Nc3ccc([N+](=O)[O-])cc3)CC2)c1 | i | i | i | -10 | i | i | i | i | i | i | i
NNC(=O)Cn1nnc(-c2ccc(C(F)(F)F)cc2)n1 | i | i | i | -2 | i | i | i | i | i | i | i
CCCCN(C)C(=O)C1CCC(=O)N(c2cc(OC)c(OC)c(OC)c2)C1c1ccc(OC)cc1 (configuration not stated) | i | i | i | -3 | i | i | i | i | i | i | i
C/C(=N/OC(=O)c1ccc(C)cc1)C(=O)c1ccc(Br)cc1 | i | i | i | -9 | i | i | i | i | i | i | i
O=C(NCc1ccccc1)C(c1cccnc1)N(C(=O)c1ccccn1)c1cccc(F)c1 (configuration not stated) | i | i | i | 13 | i | i | i | i | i | i | i
Cc1ccc(S(=O)(=O)NCCC(=O)N2CCN(S(=O)(=O)c3cccc(F)c3)CC2)cc1C | i | i | i | -4 | i | i | i | i | i | i | i
CCCCSc1nnc2c(n1)[nH]c1ccccc12 | i | i | i | -10 | i | i | i | i | i | 25* | i
N#C/C(=C\N1CCOCC1)S(=O)(=O)c1ccc(Cl)cc1 | i | i | i | -6 | i | i | i | i | i | i | i
CC(C)(C)SCCNC(=O)Nc1ccccc1 | i | i | i | 2 | i | i | i | i | i | i | i
Cc1cccc(N2CCN(C(=O)Cn3ccc4ccccc4c3=O)CC2)c1C | i | i | i | -2 | i | i | i | i | i | i | i
CCN(CC)C(=O)C1CC(=O)OC12CCCCC2 (configuration not stated) | i | i | i | -5 | i | i | i | i | i | i | i
CCOC(=O)c1sc(NC(=O)COC(=O)CNC(=O)C2CCCCC2)c(C(=O)OCC)c1C | i | i | i | 7 | i | i | i | i | i | i | i
CC1CCCCC1NC(=O)CN1CCC(O)(c2ccc(F)cc2)CC1 (configuration not stated) | i | i | i | -13 | i | i | i | i | i | i | i
O=C(COc1cccc2cccnc12)N/N=C1\SCC(=O)N1Cc1ccco1 | i | i | i | 5 | i | i | i | i | i | i | i
CC(C)c1cc(C(F)(F)F)n2nc(C(=O)Nc3ccc(-n4cnnn4)cc3)cc2n1 | i | i | i | 0 | i | i | i | i | i | i | i
CCOc1ccccc1NC(=O)N1CCCC1C(=O)Nc1ccc(-n2cnnn2)c(C)c1 (configuration not stated) | i | i | i | -5 | i | i | i | i | i | i | i
O=C(COC(=O)CCc1nc2ccccc2s1)NC(=O)NCc1ccco1 | i | i | i | 3 | i | i | i | i | i | i | i
CCN(CC(O)Cn1c2ccccc2c2ccccc21)S(=O)(=O)c1ccc(F)cc1 (configuration not stated) | i | i | i | nt | i | i | i | i | i | i | i
Nc1cc(=O)[nH]c(SCC(=O)Nc2ccc(S(=O)(=O)N3CCCCC3)cc2)n1 | i | i | i | 5 | i | i | i | i | i | i | i
CCc1ccc(Nc2ccc3nonc3c2[N+](=O)[O-])cc1 | i | i | i | -12 | i | i | i | i | i | i | i
COc1cccc2cc(C(=O)OC(C)C(=O)c3ccc(C)cc3)c(=O)oc12 (configuration not stated) | i | i | i | -3 | i | i | i | i | i | i | i
CCn1c(Cc2ccccc2)nnc1SCC(=O)OC(C)C | i | i | i | -2 | i | i | i | i | i | i | i
O=[N+]([O-])c1cccc(CN(CCO)Cc2ccccc2)c1 | i | i | i | 1 | i | i | i | i | i | i | i
CC(=O)c1ccc(N2CCN(C(=S)Nc3cccc(Cl)c3)CC2)cc1 | i | i | i | 1 | i | i | i | i | i | i | i
CC(N)C12CC3CC(C1)CC(C(C)N)(C3)C2 (configuration not stated) | i | i | i | 1 | i | i | i | i | i | i | i
CN=C1S/C(=C\c2cn(CC(=O)OC)c3ccccc23)C(=O)N1C | i | i | i | -5 | i | i | i | i | i | i | i
Cc1ccc(Cl)c(OCCCCN(C)Cc2ccccc2)c1 | i | i | i | -2 | i | i | i | i | i | i | i
CCCn1c(N)c(NCCN2CCOCC2)c(=O)[nH]c1=O | i | i | i | -9 | i | i | i | -5.9* | i | i | i
O=C(NCc1ccccn1)c1c(O)c2c([nH]c1=O)CCCC2 | i | i | i | 11 | i | i | i | i | i | i | i
COCC(C)NC(=O)C1CCN(S(=O)(=O)c2ccc3ccccc3c2)CC1 (configuration not stated) | i | i | i | -1 | i | i | i | i | i | i | i
COc1ccc(C)cc1S(=O)(=O)N1CCC(C(=O)N2CCOCC2)CC1 | i | i | i | -2 | i | i | i | i | i | i | i
Cc1ccc(S(=O)(=O)C2(C(=O)Nc3cccnc3)CC2)cc1 | i | i | i | -4 | i | i | i | i | i | i | i
S=C(NCc1ccccc1)N1CCn2cccc2C1c1cccnc1 (configuration not stated) | i | i | i | 4 | nt | i | i | nt | nt | nt | i
COC(=O)/C=C1/S/C(=N/NC(=O)c2ccccc2)NC1=O | i | i | i | -7 | i | i | i | i | i | i | i
NS(=O)(=O)c1ccc(N/C=C\C(=O)c2ccc(F)cc2)cc1 | i | i | i | 0 | i | i | i | i | i | i | i
CCOC(=O)c1cnc(SCC(=O)OC)nc1N | i | i | i | nt | i | i | i | i | i | i | i
Cc1ccc(Nc2ncnc(-n3cccc3)n2)cc1Cl | i | i | i | 2 | i | i | i | i | i | i | i
CCc1cccc2c(C(=O)C(NCCCOC)c3ccccc3)c[nH]c12 (configuration not stated) | i | i | i | 11 | i | i | i | i | i | i | i
COc1ccc(OC)c(C2=NO[C@@](CC(=O)O)(C(=O)Nc3ccc4c(c3)OCCO4)C2)c1 | i | i | i | 0 | i | i | i | i | i | i | i
Cc1cc(Cl)ccc1C(=O)C1CCCN(C(=O)c2ccc3ncccc3c2)C1 (configuration not stated) | i | i | i | 4 | i | i | i | i | i | i | i
CCOc1ccccc1CN1CCC(CO)(CCOc2ccccc2)CC1 | i | i | i | -5 | i | i | i | i | i | i | i
NC(=O)C(c1ccc(F)cc1)c1ccc(C(=O)c2ccccc2)cc1 (configuration not stated) | i | i | i | 3 | i | i | i | i | i | i | i
CCOc1ccc(NC(=O)C(c2ccccn2)N(C(=O)CCl)c2ccc(OC)cc2)cc1 (configuration not stated) | i | i | i | 8 | i | i | i | i | i | i | i
COc1ccc(-n2nc(C(=O)NCC(=O)N(C)Cc3ccccc3)c3ccccc3c2=O)cc1 | i | i | i | 16 | i | i | i | i | i | i | i
COc1cc(/C=N/NC(=O)/C(=C\c2ccc3c(c2)OCO3)NC(=O)c2ccccc2)ccc1O | i | i | i | -7 | i | i | i | i | i | i | i
FC(F)(F)c1cccc(NC(=S)NC2CCCC2)c1 | i | i | i | 8 | i | i | i | i | i | i | i
O=C(Nc1scc(-c2ccccc2)c1C(=O)O)c1ccco1 | i | i | i | 19 | i | i | i | i | i | i | i
Additional structures
SMILES | TRPC4 inh | TRPC6 inh | ANO1 activ | SKKanGAS inh | MrgX1 PAM | TRPC4 potent | TRPC6 activator | MrgX1 antag | MrgX1 ag | TMEM16A inh | TRPC4 agonist
O=C(Nc1nnc(-c2ccccn2)o1)c1cccc(Br)c1 | i | i | i | 67* | i | i | i | i | 29* | i | i
CC(=O)OCC(OC(C)=O)C(OC(C)=O)C(OC(C)=O)C(=O)Nc1ccc(C)cc1C (configuration not stated) | i | i | i | 4 | i | i | i | i | i | i | i
O=C(CN(C(=O)c1csnn1)c1cccc(C(F)(F)F)c1)NCc1ccc(F)cc1 | i | i | i | -9 | i | i | i | i | i | i | i
O=C(COC(=O)c1ccc(Cl)nc1)NNC(=O)c1ccc(Cl)cc1 | i | i | i | -12 | i | i | i | i | i | i | i
Cc1ccc2c(cnn2C(=O)CCCC(=O)NCc2ccc(F)cc2)c1 | i | i | i | -10 | i | i | i | i | i | i | i
Cc1cc(OCC(=O)NC(Cc2ccc(Cl)cc2)C(=O)O)c2c(C)cc(=O)oc2c1 (configuration not stated) | i | i | i | 0 | i | i | i | i | i | i | i
